Screens: PubChem, several laboratories
Bcl-xL primary = inhibitors of human Bcl-xL. Q07817. GST-Bcl-xL / FITC-Bim BH3 peptide fluorescence polarization. inhibition, % at 10.9 µM. 320,000 tested, 0.7% active;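 active = inhibition above the mean of all tested compounds plus 3 SD, cutoff set per campaign, cut at about 30% in these data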;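 note: 0% = DMSO wells and 100% = unlabeled Bim-BH3 peptide competitor; inhibitors lower millipolarization by displacing the labeled peptide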
Target sequence (Q07817 whole entry, looked up): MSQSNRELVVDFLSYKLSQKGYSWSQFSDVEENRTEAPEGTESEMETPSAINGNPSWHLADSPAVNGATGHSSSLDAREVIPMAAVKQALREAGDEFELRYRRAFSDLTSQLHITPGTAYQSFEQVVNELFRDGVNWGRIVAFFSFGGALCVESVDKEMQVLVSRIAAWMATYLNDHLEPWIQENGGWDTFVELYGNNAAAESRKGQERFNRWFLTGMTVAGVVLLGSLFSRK
MEX-5 binding = C. elegans MEX-5 TCR-2 RNA binding activity | AID 1832 | Q9XUB2 | activity score (negative = inhibition of binding), % at 10 µM | 300,000 tested, 0.38% active | MEX-5/FITC-TCR2 RNA binding, fluorescence polarization; stronger effect = lower value;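 active = inhibition past about -25% in most replicates, and total fluorescence under double the plate's negative control median, limit read from the data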;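 note: 0% = DMSO and -100% = 5 µM competing unlabeled TCR2 RNA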
GRK2 aptamer HTS = human GRK2 inhibition via aptamer displacement | P25098 | bead flow cytometry, FAM-aptamer displacement from GRK2 | inhibition of aptamer binding, % at 10 µM | 330,000 tested, 0.59% active | AID 488847;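 active = inhibition of aptamer binding above 40%, roughly 3 SD of noise, on plates passing a quality check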;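 note: median bead fluorescence of bound FAM aptamer so fluorescent compounds give negative values; no value below 0 was filed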
MCL1 BIM primary = MCL1-BIM-BH3 interaction inhibition (human); GST-MCL1 / FITC-Bim-BH3 fluorescence polarization; 320,000 tested, 0.68% active; AID 2057; Q07820; inhibition, % at 10.9 µM;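 active = inhibition above the mean inhibition of all tested compounds plus 3 SD, set per campaign, cut at about 40% in these data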;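 note: 0% = DMSO wells and 100% = unlabeled Bim-BH3 peptide control; higher means more loss of mP so more displacement of Bim peptide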
Target sequence (Q07820 whole entry, looked up): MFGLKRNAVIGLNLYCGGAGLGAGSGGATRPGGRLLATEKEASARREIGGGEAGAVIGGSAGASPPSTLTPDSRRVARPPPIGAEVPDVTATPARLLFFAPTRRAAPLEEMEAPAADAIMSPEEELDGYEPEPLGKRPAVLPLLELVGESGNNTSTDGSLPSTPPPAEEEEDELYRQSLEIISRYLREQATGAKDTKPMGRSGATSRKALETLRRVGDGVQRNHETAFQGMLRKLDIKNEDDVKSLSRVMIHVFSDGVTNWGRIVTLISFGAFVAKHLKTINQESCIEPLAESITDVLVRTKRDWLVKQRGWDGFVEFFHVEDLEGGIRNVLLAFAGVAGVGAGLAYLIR
CR mimetic SO = yeast age-related superoxide inhibition as caloric restriction mimetic; S. cerevisiae aged cells, superoxide DHE fluorescence; stronger effect = lower value; superoxide response (% of plate mean), % at 10 µM; 330,000 tested, 0.18% active; AID 2690;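 active = superoxide response under a set limit, about three screen SD below normal, cut at about 65% in these data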;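 note: yeast aged for seven days with compound at 30 °C before DHE staining; 100% = average MFI of all compound-treated wells on the plate with controls excluded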
CIT2 TOR yeast = yeast TOR pathway CIT2-GFP modulation; S. cerevisiae CIT2-GFP strain, flow cytometry, 3 h; 100 means same as DMSO wells; AID 2029; GFP response vs DMSO, % at 10 µM; 320,000 tested, 0.065% active;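 active = GFP response relative to DMSO above a set limit, near the screen mean plus 3 SD, cut at about 150% in these data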;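 note: ratio of well median GFP fluorescence to mean of DMSO wells on the plate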
AGP1 TOR yeast = yeast TOR pathway AGP1-GFP modulation | S. cerevisiae AGP1-GFP multiplex flow cytometry, 3 h; GFP as percent of DMSO wells | GFP response vs DMSO, % at 10 µM | 320,000 tested, 0.02% active;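 active = GFP response relative to DMSO above a set limit, near screen average plus 3 SD, cut at about 150% in these data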;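 note: median GFP channel fluorescence of the gated AGP1 strain per well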
GLD-1 TGE inh = GLD-1-TGE RNA interaction inhibition (C. elegans); purified GLD-1 + fluorescein TGE RNA, fluorescence polarization; inhibition, % at 5.96 µM; 320,000 tested, 0.44% active;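 active = percent inhibition above a per-plate cutoff, the plate mean of test compounds plus 3 SD, cut at about 30% in these data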;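 note: 0% = DMSO wells with GLD-1 and probe and 100% = wells lacking GLD-1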
VLA-4 inh = inhibition in a human VLA-4 binding assay; P13612; VLA-4 expressing cells, ligand binding flow cytometry; inhibition, % (about 7 µM as worked out from the volumes in the protocol); 330,000 tested, 0.2% active; AID 2557; in the data active = inhibition above about 50%
* = called active by the depositor; i = inactive; nt = no result given.

canonical_smiles,Bcl-xL primary,MEX-5 binding,GRK2 aptamer HTS,MCL1 BIM primary,CR mimetic SO,CIT2 TOR yeast,AGP1 TOR yeast,GLD-1 TGE inh,VLA-4 inh
COc1cc(NC(=O)c2ccc(NC3=NC4CS(=O)(=O)CC4S3)cc2)cc(OC)c1OC (centres undefined),2,-1.9,1,10,78,106,106,-1,-18
CN(CCOc1ccccc1)C(=O)CNC(=O)c1ccc(C(C)(C)C)cc1,7,nt,3,6,84,95,94,1,8
O=S(=O)(Nc1cccc(-c2ccc(N3CCOCC3)nn2)c1)c1cc(Cl)ccc1Cl,1,-2.2,5,2,78,92,105,8,1
CC(C)C(NC(=O)C1CCCCC1)C(=O)NC1CCCC(C)C1C (centres undefined),4,3.2,0,4,98,96,94,-4,-1
Cc1sc2ncnc(SCc3ccco3)c2c1C,3,-0.4,3,3,106,100,98,-2,-4
C1=Nc2c(NCc3ccccc3)ncnc2Oc2ccccc21,6,-0.9,3,6,99,94,92,7,-5
Cc1coc2cc3oc(=O)c(CCC(=O)NC4CC4)c(C)c3cc12,3,-0.2,1,6,100,101,100,4,-9
CCCNC(=O)CN1C(=O)NC(Cc2c[nH]c3ccccc23)C1=O (centres undefined),-2,1.5,1,-4,98,109,105,2,4
Cc1ccc(-n2nc3c(=O)n(CCCC(=O)NCc4ccc(F)cc4)nc(C)c3c2C)cc1,7,0.9,1,4,85,107,100,4,14
CCOc1ccc(N2C(=O)CC(Sc3nc(CC(C)C)ccc3C#N)C2=O)cc1 (centres undefined),-2,0.4,2,-4,107,81,95,-3,13
CCOc1ccc(CCNC(=O)COC(=O)c2ccc(OC)c(OC)c2OC)cc1OCC,2,-0.9,2,1,97,114,114,0,1
COc1ccc(C(=O)/C=C/Nc2cc(C)ccn2)cc1,0,4.2,0,-3,106,78,86,-2,-3
S=c1[nH]nc(COc2ccc(Cl)cc2)n1C1CCCCC1,1,3.8,2,-3,115,103,97,6,-21
NC(=S)COc1ccccc1,4,0.6,1,1,i,110,103,-2,19
COc1ccc(OC)c(Cc2nnc(CCC(=O)N3CCCCCC3)o2)c1,6,-0.7,1,3,98,105,106,6,-3
CC1CCN(Cc2ccc(-c3nnn(CC(=O)Nc4ccccc4Cl)n3)cc2)CC1,8,1.4,0,1,99,96,105,-4,6
CN(C)c1ccc(/C=C(/NC(=O)c2ccccc2)C(=O)N2CCCC2)cc1,-52,3.2,2,-77,104,107,104,-51,6
COc1nc(-c2ccccc2)ccc1-c1noc(-c2ccccc2F)n1,2,1.0,0,2,90,93,93,4,12
CCOc1cc(CNCc2ccccn2)cc(Cl)c1OC,0,0.0,0,8,111,110,102,3,10
O=Cc1ccc(N2CCCC2)c(F)c1,-1,0.5,2,3,101,94,102,9,4
Cc1ccc(NC(=O)C2(N3CCC3=O)CCCCC2)cc1,5,-0.8,0,2,103,103,107,4,9
COc1ccc(N(C)S(=O)(=O)c2cccc(C(=O)NC3CCCC(C)C3C)c2)cc1 (centres undefined),2,1.5,2,-6,82,95,102,11,5
COc1ccc(/C=C/c2c([N+](=O)[O-])c(=O)n(C)c(=O)n2C)cc1OC,2,1.6,1,0,90,101,107,3,9
CCCn1c(SCC(=O)N(C)CC(=O)Nc2ccc(C)cc2)n[nH]c1=O,-6,nt,0,-7,88,91,96,5,15
COC(=O)[C@@]12CCCN1[C@H](c1ccc(-c3ccccc3)cc1)[C@@H]1C(=O)N(C)C(=O)[C@@H]12,6,2.0,1,-2,89,87,87,-3,-10
CC(C)(C)c1ccc(C2(C)NC(=O)NC2=O)cc1 (centres undefined),-3,-4.2,0,2,93,108,104,0,0
CCOc1ccc(OCCN(C)Cc2ccccc2)cc1,6,0.7,0,10,94,103,99,4,5
CCCN(C(=O)CSc1nc2ccccc2n1CC)C1CCS(=O)(=O)C1 (centres undefined),0,4.6,1,-2,92,96,96,-3,7
CCSc1nnc(-c2ccc(S(=O)(=O)N3CCOCC3)cc2)n1CC1CCCO1 (centres undefined),-2,0.1,1,2,120,94,94,5,14
CSc1ccc(CN(C)C(=O)c2cc(=O)c3ccccc3o2)cc1,8,-0.8,1,1,93,92,95,0,3
O=C(CSc1nnc(-c2ccncc2)n1Cc1ccccc1)NC1CCCc2ccccc21 (centres undefined),2,-1.2,0,4,95,93,105,4,10
CCOC(=O)Cc1c(C)nc2c(-c3ccccc3)cnn2c1C,5,1.6,1,12,102,95,97,1,6
CCOC(=O)Nc1ccc(NC(=O)c2c(OC)cccc2OC)cc1,2,-1.5,0,0,95,103,97,-2,9
CSc1ccccc1NC(=O)c1ccc(CN2CCOCC2)cc1,3,-3.6,0,-7,103,101,108,8,9
CC1CCN(C2=C(NS(=O)(=O)c3ccccc3)C(=O)c3ccccc3C2=O)CC1,9,-2.8,1,9,142,94,101,2,1
COC(=O)C1C(=O)c2c([nH]c(C(=O)OCCSC)c2C)CC1C (centres undefined),6,1.3,1,3,95,101,103,1,19
O=[N+]([O-])c1ccc(N/N=C/c2cccs2)nc1,-12,-7.9,0,-14,99,85,103,5,-3
CC(C)OP(C)(=O)CN1CCN(CP(C)(=O)OC(C)C)CC1 (centres undefined),5,-1.2,0,10,94,101,104,2,5
COc1ccccc1/C=N/NC(=O)CN(C1=NS(=O)(=O)c2ccccc21)c1ccccc1,-2,2.9,4,-4,97,94,95,6,32
Cc1cccc(-c2noc(CNC(=O)c3ccc4c(c3)OCO4)n2)c1,-11,-0.3,2,-22,120,103,97,-4,-4
O=C(COC(=O)c1ccc([N+](=O)[O-])s1)NCCc1ccccc1,-2,nt,7,-6,103,96,106,-4,1
CC12CCC(=O)N1C(C(=O)NNC(=O)COc1ccc(Br)cc1)CS2 (centres undefined),4,-1.9,2,-3,111,100,104,1,13
c1ccc(CNCc2ccc3c(c2)OCO3)nc1,3,-2.1,14,8,96,92,94,7,-13
COc1ccc(N2C(=NC(=O)C3CCCCC3)SC3CS(=O)(=O)CC32)cc1OC (centres undefined),3,-1.9,3,1,79,99,20,3,6
Cc1csc2c(NC3CCN(Cc4ccccc4)CC3)ncnc12,4,0.3,6,-2,108,107,106,-6,-3
O=S(=O)(c1cc(Cl)ccc1Cl)N1CCC2(CC1)OCCO2,3,-1.9,0,10,107,83,98,11,18
CCOc1ccc(C2C(C(=O)/C=C/c3ccco3)=C(O)C(=O)N2CCN2CCOCC2)cc1OC (centres undefined),34*,-0.5,0,23,87,122,107,12,12
COC(=O)c1ccc(N2CCN(CC(=O)c3ccc(C)cc3)CC2)c([N+](=O)[O-])c1,6,-6.9,5,9,97,94,106,3,0
O=C(COC(=O)/C=C/c1cccc(Br)c1)NC1CC1,-3,nt,0,4,105,96,95,-6,1
CC(O)Cn1ccccc1=N (centres undefined),5,-0.2,0,1,101,81,nt,-1,11
Cc1cc(C)c(NC(=O)CC(=O)c2ccccc2)c(Cl)c1,-5,-0.1,3,-4,96,94,92,-7,4
O=C(OCc1ccc(F)cc1Cl)c1ccccn1,0,-2.7,0,-4,116,103,107,13,19
COc1ccccc1NC(=O)C(=O)c1cn(CC(=O)N2CCCC2)c2ccccc12,0,-3.8,3,-5,86,91,94,-8,4
O=C(Nc1ccc(OC(=O)c2ccccc2)c(-c2nc3ccccc3s2)c1)c1ccccc1,5,2.1,9,0,107,100,103,5,19
COc1ccc(N2CC(C(=O)Nc3ccccc3C(=O)NC3CC3)CC2=O)cc1 (centres undefined),8,3.5,0,0,93,115,105,-3,-2
CC(/C=C/c1ccc2c(c1)OCO2)=N\NC(=O)COc1ccccc1C,3,0.0,0,4,101,107,102,0,3
CCCC(=O)Nc1cc(C(=O)O)ccc1S(=O)(=O)c1ccc(Cl)cc1,5,1.4,2,-7,93,106,108,2,-22
Cc1c(Br)c([N+](=O)[O-])nn1C(C)C(=O)Nc1nccs1 (centres undefined),2,0.2,0,11,105,95,100,5,-78
O=C(NC(NC(=O)c1ccccc1)c1cccc([N+](=O)[O-])c1)c1ccccc1,3,-3.3,0,-6,93,103,98,3,6
CC(=O)OCC(=O)Nc1ccc(SC(F)F)cc1,-1,1.0,2,-3,93,99,102,1,35

Single records, as listed above:
`CC(C)OP(C)(=O)CN1CCN(CP(C)(=O)OC(C)C)CC1` (centres undefined) is listed as Bcl-xL primary: 5; MEX-5 binding: -1.2; GRK2 aptamer HTS: 0; MCL1 BIM primary: 10; CR mimetic SO: 94; CIT2 TOR yeast: 101; AGP1 TOR yeast: 104; GLD-1 TGE inh: 2; VLA-4 inh: 5
`CN(CCOc1ccccc1)C(=O)CNC(=O)c1ccc(C(C)(C)C)cc1` is listed as Bcl-xL primary: 7; MEX-5 binding: nt; GRK2 aptamer HTS: 3; MCL1 BIM primary: 6; CR mimetic SO: 84; CIT2 TOR yeast: 95; AGP1 TOR yeast: 94; GLD-1 TGE inh: 1; VLA-4 inh: 8

The results go on:
canonical_smiles,Bcl-xL primary,MEX-5 binding,GRK2 aptamer HTS,MCL1 BIM primary,CR mimetic SO,CIT2 TOR yeast,AGP1 TOR yeast,GLD-1 TGE inh,VLA-4 inh
Cc1cccc(NC(=O)CSc2ccc(-c3ccccn3)nn2)c1C,2,2.0,1,3,91,103,105,7,1
Fc1cccc(NC(=S)Nc2ccc(Br)cc2)c1,6,1.8,0,8,103,115,nt,-1,-8
COc1ccccc1NC(=O)Cc1nnc(SCC(=O)NC2CCCC2)n1C,1,-1.9,1,1,90,88,95,0,-3
Cc1ccc(F)cc1NC(=O)c1c(-c2ccccc2)noc1C,2,0.0,1,-2,94,103,108,3,9
